hcGAS inh: blocks human cGAS activity | Q8N884 | recombinant h-cGAS, ATP depletion, Kinase-Glo luminescence | inhibition, % at 12.5 µM | hit rate 0.081% among 290,000;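 further: 0% = vehicle reaction and 100% = reaction without DNA for no activity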
Target sequence (Q8N884 whole entry, looked up): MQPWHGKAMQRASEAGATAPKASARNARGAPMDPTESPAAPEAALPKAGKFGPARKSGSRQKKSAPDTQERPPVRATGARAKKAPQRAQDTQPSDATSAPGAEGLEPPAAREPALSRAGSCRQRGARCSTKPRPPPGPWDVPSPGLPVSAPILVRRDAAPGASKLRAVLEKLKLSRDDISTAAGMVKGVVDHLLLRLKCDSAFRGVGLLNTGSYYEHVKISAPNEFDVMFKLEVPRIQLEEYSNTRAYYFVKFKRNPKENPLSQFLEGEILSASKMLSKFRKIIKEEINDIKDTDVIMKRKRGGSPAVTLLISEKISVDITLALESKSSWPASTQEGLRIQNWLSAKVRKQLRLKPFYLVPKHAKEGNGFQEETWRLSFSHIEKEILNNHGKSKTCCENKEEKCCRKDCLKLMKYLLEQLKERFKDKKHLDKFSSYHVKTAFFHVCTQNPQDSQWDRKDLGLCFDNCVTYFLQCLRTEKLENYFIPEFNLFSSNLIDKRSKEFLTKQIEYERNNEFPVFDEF
NPYLR7 agonist: activates Aedes aegypti NPYLR7 receptor | HEK293T NPYLR7/Galpha15, GCaMP6s calcium fluorescence | activation, % at 10 µM | hit rate 0.15% among 270,000; in the data active means activation above about 40%;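 further: 0% = vehicle and 100% = reference agonist at the receptor; some compounds past the cut are filed as inactive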
mcGAS lum: mouse cGAS inhibition by luminescence; hit rate 0.15% among 160,000; Q8C6L5; AID 1259399; recombinant cGAS, Kinase-Glo ATP depletion luminescence; inhibition, % at 12.5 µM;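 further: 0% = negative control wells and 100% = reference inhibitor with no enzyme activity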
* = called active by the depositor. Unless noted, no stated cut-off is given here; in the data, active means inhibition above about 40%; inactive means the rest.

Preview:
How did Cc1cc(C(=O)N[C@H](CO)CC(C)C)c(NC(=O)C(C)(C)C)s1 do in these assays?
hcGAS inh: -5; NPYLR7 agonist: -5

What do the screens show for `COCCC(=O)N(c1ccccc1F)C1CCCC1`?
hcGAS inh: -9; NPYLR7 agonist: 8

What do the screens show for `O=C(NCc1ccncc1)c1ccccc1N1CCC(NS(=O)(=O)c2ccccc2)CC1`?
hcGAS inh: -5; NPYLR7 agonist: 0; mcGAS lum: -6

What do the screens show for `O=C(c1cn(CCc2ccccc2)nn1)N1CCN(C/C=C/c2ccccc2)CC1`?
hcGAS inh: -4; mcGAS lum: -5

Results for CN1C(=O)/C(=C2\SC(=O)N(c3ccc(O)cc3)C2=O)c2ccccc21 ?
hcGAS inh: -4; NPYLR7 agonist: 1

What do the screens show for `Oc1oc(-c2ccccc2)nc1C=Nc1cccc(C(F)(F)F)c1`?
hcGAS inh: -2; NPYLR7 agonist: -4; mcGAS lum: -4

Results for CC(C)CCNC(=O)Cc1csc(SCc2ccc(Cl)cc2)n1 ?
hcGAS inh: -1; mcGAS lum: 0

The list itself, previewed entries included:
How did Cc1cc(C(=O)N[C@H](CO)CC(C)C)c(NC(=O)C(C)(C)C)s1 do in these assays?
hcGAS inh: -5; NPYLR7 agonist: -5

What do the screens show for `COCCC(=O)N(c1ccccc1F)C1CCCC1`?
hcGAS inh: -9; NPYLR7 agonist: 8

What do the screens show for `O=C(NCc1ccncc1)c1ccccc1N1CCC(NS(=O)(=O)c2ccccc2)CC1`?
hcGAS inh: -5; NPYLR7 agonist: 0; mcGAS lum: -6

What do the screens show for `O=C(c1cn(CCc2ccccc2)nn1)N1CCN(C/C=C/c2ccccc2)CC1`?
hcGAS inh: -4; mcGAS lum: -5

Results for CN1C(=O)/C(=C2\SC(=O)N(c3ccc(O)cc3)C2=O)c2ccccc21 ?
hcGAS inh: -4; NPYLR7 agonist: 1

What do the screens show for `Oc1oc(-c2ccccc2)nc1C=Nc1cccc(C(F)(F)F)c1`?
hcGAS inh: -2; NPYLR7 agonist: -4; mcGAS lum: -4

Results for CC(C)CCNC(=O)Cc1csc(SCc2ccc(Cl)cc2)n1 ?
hcGAS inh: -1; mcGAS lum: 0

What do the screens show for `COc1ccc(C2=NC(=Cc3cc(Cl)c4c(c3)OCCO4)C(=O)O2)cc1OC`?
hcGAS inh: 2; NPYLR7 agonist: 2; mcGAS lum: -5

How did CC(C)c1ccc(CC(=O)N2CCC2(C)C(=O)NC2Cc3ccccc3C2)cc1 (centres undefined) do in these assays?
hcGAS inh: -10; NPYLR7 agonist: 10; mcGAS lum: -4

How did Cc1ccc(F)c(NC(=O)c2cc(C)c(C)c(S(=O)(=O)N(C)C)c2)c1 do in these assays?
hcGAS inh: -2; NPYLR7 agonist: 3

Results for C#CCOc1c(CC=C)cc(C=O)cc1OCC ?
hcGAS inh: -7; NPYLR7 agonist: -10

What do the screens show for `CCOC(=O)CCC(=O)N1CCN(c2cc(S(=O)(=O)NCCOC)ccc2OC)CC1`?
hcGAS inh: -5; NPYLR7 agonist: 3; mcGAS lum: -5

How did C=CCOc1cccc(C2c3c(oc4cc(C)c(C)cc4c3=O)C(=O)N2c2nccs2)c1 (centres undefined) do in these assays?
hcGAS inh: -5; NPYLR7 agonist: 9

Results for CCOC(=O)N1CCC(NC(=O)c2ccc3oc(-c4cccc(F)c4)nc3c2)CC1 ?
hcGAS inh: 6; NPYLR7 agonist: -5; mcGAS lum: -1

Results for COC(=O)C1=C(C)NC(=O)NC1c1ccccc1OC(C)C (centres undefined) ?
hcGAS inh: -5; NPYLR7 agonist: -7; mcGAS lum: -7

How did Cc1cc2c(cc1C)C(=O)CC1(CCN(Cc3cccnc3)CC1)O2 do in these assays?
hcGAS inh: -4; NPYLR7 agonist: 7

How did CCCC(C)NC(=O)CSCc1cc(-c2ccc(C)cc2)no1 (centres undefined) do in these assays?
hcGAS inh: -4; NPYLR7 agonist: 3

What do the screens show for `COc1ccccc1CS(=O)(=O)Cc1nccn1CC(F)(F)F`?
hcGAS inh: -10; NPYLR7 agonist: 10

Results for CC(C)CNC(=O)CN1C(=O)NC(C)(c2ccc(F)cc2)C1=O (centres undefined) ?
hcGAS inh: -9; NPYLR7 agonist: 6

How did O=C(C=Cc1cccc2cccnc12)c1c(-c2ccccc2)c2ccccc2[nH]c1=O do in these assays?
hcGAS inh: 2; NPYLR7 agonist: -1; mcGAS lum: 16

How did O=C(c1ccccc1Br)N1CCSC1c1ccc(OCc2ccccc2)cc1 (centres undefined) do in these assays?
hcGAS inh: -8; NPYLR7 agonist: -5; mcGAS lum: -5

Results for S=C(Nc1ccccn1)NC1CC2CCC1C2 (centres undefined) ?
hcGAS inh: -4; NPYLR7 agonist: 26; mcGAS lum: -7

What do the screens show for `O=C(NCC1CCCO1)C1CCN(C2CCN(C(=O)c3ccccc3)CC2)CC1` (centres undefined)?
hcGAS inh: 2; NPYLR7 agonist: 2

What do the screens show for `Cc1ccsc1CN(Cc1ccccc1)C(=O)CN(CC1CCCO1)C(=O)c1ccc([N+](=O)[O-])cc1Cl` (centres undefined)?
hcGAS inh: 2; NPYLR7 agonist: -6; mcGAS lum: -1

How did COc1ccc(CN2C3CCC2CC(NS(=O)(=O)c2ccc(C#N)cc2)C3)c(OC)c1 (centres undefined) do in these assays?
hcGAS inh: 0; NPYLR7 agonist: -8; mcGAS lum: 0

Results for O=C(c1nn(-c2cccc(Cl)c2)c(=O)n(Cc2ccccc2F)c1=O)N1CCCC1 ?
hcGAS inh: -8; NPYLR7 agonist: -2; mcGAS lum: -7

Results for COc1ccc(CN(CCc2c[nH]c3ccccc23)C(=O)CN(C2CC2)S(=O)(=O)c2c(C)cc(C)cc2C)cc1OC ?
hcGAS inh: -2; NPYLR7 agonist: 18; mcGAS lum: -4

How did Cc1csc(Sc2nc3cc(C)nn3c3ccccc23)n1 do in these assays?
hcGAS inh: -6; NPYLR7 agonist: 7

Results for Cc1ocnc1C(=O)NC1CCCN(Cc2ccccc2F)C1 (centres undefined) ?
hcGAS inh: -4; NPYLR7 agonist: 7

What do the screens show for `CS(=O)(=O)Nc1cc(F)ccc1C(=O)O`?
hcGAS inh: 12; NPYLR7 agonist: -5

How did OCCOc1ccccc1-c1nccn1C1CCCc2ccccc21 (centres undefined) do in these assays?
hcGAS inh: -4; NPYLR7 agonist: -1

What do the screens show for `COc1ccc(S(=O)(=O)N2CCC(Cc3ccccc3)CC2)cc1N1CCN(C(=O)c2cc(C)on2)CC1`?
hcGAS inh: 1; NPYLR7 agonist: -3; mcGAS lum: 2

How did CCCCn1nc(C)c2c1NC(=O)CC2c1c(C)n(C)n(-c2ccccc2)c1=O (centres undefined) do in these assays?
hcGAS inh: -2; NPYLR7 agonist: 7

What do the screens show for `CNC(=O)CCN(C)c1cc(C2CCCNC2)nc(C)n1` (centres undefined)?
hcGAS inh: -1; NPYLR7 agonist: -1

What do the screens show for `CCOC(=NCCCN(C)C)NC(=O)c1ccccc1C`?
hcGAS inh: 2; NPYLR7 agonist: -6; mcGAS lum: -2

Results for COCCN(Cc1cnn(C)c1)C(=O)c1ccc2nc(C)c(C)nc2c1 ?
hcGAS inh: -4; mcGAS lum: -7

How did O=C(NCCc1ccccc1)C1C2CC3CC(C2)CC1C3 (centres undefined) do in these assays?
hcGAS inh: -6; NPYLR7 agonist: 16; mcGAS lum: -5

Results for NC1=NC(/C(Cl)=C/c2ccccc2)n2c(nc3ccccc32)N1 (centres undefined) ?
hcGAS inh: -11; NPYLR7 agonist: 15

What do the screens show for `O=C(NOCc1ccccc1)c1cc(S(=O)(=O)N2CCCCC2)ccc1N1CCOCC1`?
hcGAS inh: -1; NPYLR7 agonist: 4; mcGAS lum: -1

How did c1cncc(COC2CCN(Cc3cnc(N4CCCC4)nc3)CC2)c1 do in these assays?
hcGAS inh: -3; NPYLR7 agonist: 12

Results for Cc1cc(OC(=O)c2ccco2)c([N+](=O)[O-])c(=O)[nH]1 ?
hcGAS inh: -5; NPYLR7 agonist: -5; mcGAS lum: -8

What do the screens show for `CCc1nnc(CN2CCN(CC3CC3)c3ccccc32)o1`?
hcGAS inh: -2; NPYLR7 agonist: 5

How did Cc1nccc(-c2cccc(-n3ccnc3-c3ccccc3OCCO)c2)n1 do in these assays?
hcGAS inh: -5; NPYLR7 agonist: -3

How did COCCOc1ccc(NC(=O)c2cc(Cl)c(Cl)n2C)cc1F do in these assays?
hcGAS inh: -6; NPYLR7 agonist: 16; mcGAS lum: -18

How did Cc1ccccc1-n1c(SCc2c(F)cccc2F)nnc1-c1ccc(F)cc1 do in these assays?
hcGAS inh: 4; NPYLR7 agonist: -5; mcGAS lum: 0

How did CCCN1C(=O)CC(N2CCOCC2)C1=O (centres undefined) do in these assays?
hcGAS inh: -9; NPYLR7 agonist: -10; mcGAS lum: -9

How did Cc1cccc(C)c1NC(=O)C[N+](C)(C)C do in these assays?
hcGAS inh: -5; NPYLR7 agonist: 4; mcGAS lum: -4

How did O=C(Nc1cccc(C2SCC(=O)N2c2ccc3c(c2)OCO3)c1)C1CCCCC1 (centres undefined) do in these assays?
hcGAS inh: -1; NPYLR7 agonist: -5; mcGAS lum: 2

Results for c1ccc2c(c1)nc(N1CCCC1)c1nncn12 ?
hcGAS inh: -9; NPYLR7 agonist: 1

Results for CC(C)CN(CC(=O)N(Cc1ccccc1)Cc1cccn1Cc1ccc(F)cc1)S(=O)(=O)c1ccc(Br)cc1 ?
hcGAS inh: -4; NPYLR7 agonist: 2; mcGAS lum: -6

How did CCCc1nn(CC(N)=O)c(CCC)c1CC do in these assays?
hcGAS inh: -1; NPYLR7 agonist: -2

What do the screens show for `COCCCN(CC(=O)N(Cc1ccccc1)Cc1cccn1C)C(=O)C(C)(C)CCl`?
hcGAS inh: -3; mcGAS lum: -5

How did CC(C)Oc1ccc(CN2CCC2(C)C(=O)Nc2cccc3cccnc23)cc1 (centres undefined) do in these assays?
hcGAS inh: 4; NPYLR7 agonist: -4

Results for C=c1c(C#N)c2[nH]c(N)c(C#N)c(C)c-2/c1=C\c1ccc(Br)o1 ?
hcGAS inh: -3; NPYLR7 agonist: 3; mcGAS lum: -3

How did O=C(c1nn2cc(Br)cnc2c1Cl)N1CCOCC1 do in these assays?
hcGAS inh: -6; NPYLR7 agonist: -15; mcGAS lum: -6

What do the screens show for `C#CCN(CC(=O)N1CCCc2ccccc21)C1CCc2ccccc21` (centres undefined)?
hcGAS inh: 2; NPYLR7 agonist: 3

How did COC(=O)c1ccc(N2CCN(C(=O)CC3C(=O)NCCN3Cc3ccccc3)CC2)cc1 (centres undefined) do in these assays?
hcGAS inh: -9; NPYLR7 agonist: 0

What do the screens show for `C/C=C(\C)C(=O)N1CCC(c2cn(CCCCC)c3ccccc23)CC1`?
hcGAS inh: 4; NPYLR7 agonist: 4; mcGAS lum: 1

Results for CC1CCC(NC(=O)CN2CCCS(=O)(=O)CC2)CC1 (centres undefined) ?
hcGAS inh: -8; NPYLR7 agonist: 7

Results for CN1C(=S)N(c2ccc3c(c2)CCC3)C(=O)/C1=C/c1ccc(N(C)C)cc1 ?
hcGAS inh: -13; NPYLR7 agonist: 4; mcGAS lum: -10

Results for Cc1ccc(-c2ccc(OCCNC(=O)c3ccc(S(=O)(=O)N(C)C)cc3)nn2)cc1 ?
hcGAS inh: -10; NPYLR7 agonist: -4; mcGAS lum: -6

What do the screens show for `CC(C(=O)Nc1cc(Cl)ccc1Cl)N1CCN(C(=O)c2cccs2)CC1` (centres undefined)?
hcGAS inh: -4; NPYLR7 agonist: -5; mcGAS lum: -8

How did CCCC(CCC)C(=O)NCCn1ncc2c(N3CCCC3)nc(SC)nc21 do in these assays?
hcGAS inh: 2; mcGAS lum: 1

How did Cn1cc(C(=O)N2CCCCC2)c2[nH]c(=O)n(Cc3ccccc3)c(=O)c21 do in these assays?
hcGAS inh: -6; NPYLR7 agonist: 4

Results for CC(C(=O)Nc1cc(=O)[nH]c2nc(CCc3ccccc3)nn12)N1C(=O)c2ccccc2C1=O (centres undefined) ?
hcGAS inh: -4; NPYLR7 agonist: 1

How did Nc1nnc(SCC(=O)N2CCc3ccccc32)s1 do in these assays?
hcGAS inh: -7; NPYLR7 agonist: -1; mcGAS lum: -6

Results for COc1ccc(CC(=O)N2CCN(c3ccc(Cl)cc3)CC2)cc1OC ?
hcGAS inh: -5; NPYLR7 agonist: 17; mcGAS lum: -4

How did O=S(=O)(Oc1ccc(-c2nc3ccccn3c2NC2CCCCC2)cc1)c1ccc(F)cc1 do in these assays?
hcGAS inh: -4; NPYLR7 agonist: 24; mcGAS lum: -5

Results for Cc1ccccc1Nc1nnc(SCc2cc(=O)n3cc(Cl)ccc3n2)s1 ?
hcGAS inh: -7; NPYLR7 agonist: 11

How did CC(C)Cc1cc(C(=O)NC2COC3(CCCCC3)C2)nc(N)n1 (centres undefined) do in these assays?
hcGAS inh: -8; mcGAS lum: -4

An excerpt from above in order of SMILES length, falling.
Results for Cc1ccc(-c2ccc(OCCNC(=O)c3ccc(S(=O)(=O)N(C)C)cc3)nn2)cc1 ?
hcGAS inh: -10; NPYLR7 agonist: -4; mcGAS lum: -6

How did O=S(=O)(Oc1ccc(-c2nc3ccccn3c2NC2CCCCC2)cc1)c1ccc(F)cc1 do in these assays?
hcGAS inh: -4; NPYLR7 agonist: 24; mcGAS lum: -5

What do the screens show for `CC(C(=O)Nc1cc(Cl)ccc1Cl)N1CCN(C(=O)c2cccs2)CC1` (centres undefined)?
hcGAS inh: -4; NPYLR7 agonist: -5; mcGAS lum: -8

(continued)
How did Cc1cc(Cl)c(C)c(S(=O)(=O)NCCN(C)C)c1Cl do in these assays?
hcGAS inh: -6; NPYLR7 agonist: 9

Results for O=[N+]([O-])c1ccccc1S(=O)(=O)NCC1CCC(CNCC2CCc3ccccc3C2)CC1 (centres undefined) ?
hcGAS inh: -4; NPYLR7 agonist: -11

How did CCCCCn1c(-c2ccccc2)n[nH]c1=S do in these assays?
hcGAS inh: -4; NPYLR7 agonist: -1; mcGAS lum: -8

How did COc1ccc2nc(N(CCCN3CCOCC3)C(=O)c3cc(C)nn3C)sc2c1 do in these assays?
hcGAS inh: -11; NPYLR7 agonist: 0; mcGAS lum: -8
